# CHRM1 agonist – activates human CHRM1 receptor; CHO-K1 hM1, Fluo-8 calcium fluorescence, agonist mode; 0% DMSO, 100% acetylcholine EC100; AID 588814; 360,000 tested, 0.33% active; activation, % at 3 µM;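 active means activation above the run's mean compound activation plus 3 SD, cut at about 16% in these data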;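 further: peak over basal fluorescence ratio within a 140 s kinetic read after compound addition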
# Target sequence (P11229 whole entry, looked up): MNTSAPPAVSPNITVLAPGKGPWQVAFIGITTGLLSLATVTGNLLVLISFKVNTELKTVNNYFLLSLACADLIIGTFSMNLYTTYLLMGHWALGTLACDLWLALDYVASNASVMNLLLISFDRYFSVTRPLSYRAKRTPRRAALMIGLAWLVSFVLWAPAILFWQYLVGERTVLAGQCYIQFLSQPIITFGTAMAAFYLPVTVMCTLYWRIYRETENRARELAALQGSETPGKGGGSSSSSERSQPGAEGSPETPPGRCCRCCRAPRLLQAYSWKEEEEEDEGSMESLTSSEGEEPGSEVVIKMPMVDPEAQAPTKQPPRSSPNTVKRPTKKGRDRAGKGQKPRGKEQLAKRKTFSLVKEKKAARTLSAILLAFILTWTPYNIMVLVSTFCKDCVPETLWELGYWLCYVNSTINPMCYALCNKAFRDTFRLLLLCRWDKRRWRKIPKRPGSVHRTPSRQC
# M1 PAM – human CHRM1 positive allosteric modulation; CHO-K1 hM1, Fluo-8 calcium fluorescence, ACh EC20; 0% = ACh EC20, 100% = maximal ACh; P11229; activation, % at 3 µM; 360,000 tested, 0.088% active; in the data active means activation above about 19%, passing the limit was not always enough
# CHO parental Ca – counter-screen for OX1R antagonists: effect in parental CHO cells. parental CHO-K1, ATP-induced calcium, Fluo-8 fluorescence. 330,000 tested, 0.63% active. inhibition, % at 5.6 µM;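 active means inhibition above that plate's mean sample inhibition plus 3 SD, cut at about 26% in these data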;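 further: 0% = ATP-challenged DMSO wells and 100% = DMSO wells without ATP; some compounds past the cut are filed as inactive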
#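 Material – parental CHO cells · Reagent – ATP stimulus · Compound – single nominal dose of 5.6 µM per compound · Detection – Fluo-8 fluorescence · Read-out basis – percent inhibition of calcium signal · Controls – ATP-challenged DMSO wells low, unchallenged DMSO wells high · Repeats – no replicates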
# OXTR potentiate – human OXTR potentiation. CHO-OTR cells, Fluo-8 calcium fluorescence, potentiator mode; 0% = oxytocin EC15, 100% = EC100. activation, % at 3 µM. 320,000 tested, 0.061% active. AID 2445;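 active means activation above that plate's cutoff, the mean activation of tested compounds plus 3 SD, cut at about 6.6% in these data, passing the limit was not always enough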;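 further: 100% uses oxytocin at 75 nM as the full agonist control; some results filed as inactive read as strong as hits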
#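 Measured by – Fluo-8 calcium dye fluorescence · Test system – human OTR in CHO cells · Dosing – one concentration, 3.0 µM compound · Controls – EC15 oxytocin alone as 0%, 75 nM oxytocin as 100% · Evaluation – normalized max/min fluorescence ratio, % activation · Timing – 6 min pre-incubation, 100 s read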
# TAAR1 antag – human TAAR1 antagonism; Q96RJ0; CHO RD-HGA16 TAAR1, Fluo-8 calcium fluorescence, antagonist; inhibition, % at 3 µM; 360,000 tested, 1.5% active; AID 624466;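 active means inhibition above a per-plate cutoff, the mean inhibition of test compounds on that plate plus 3 SD, cut at about 49% in these data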;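 further: 0% = DMSO plus EC80 beta-PEA response and 100% = DMSO alone without agonist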
#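 Test system – hTAAR1-expressing CHO RD-HGA16 cells, Gα16-coupled · Also added – β-PEA at EC80 concentration, post-compound challenge · Compound – 3 µM, single point · Incubation – dye loading 75 min at 37 °C, then 30 min room temperature · Measured by – Fluo-8 intracellular calcium dye fluorescence, real-time kinetic reads · Benchmarks – vehicle and agonist controls · Replicates – singlicate, one well per test compound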
# V1R ag counter – activates human V1a receptor in oxytocin agonist counter-screen; CHO-V1R cells, Fluo-8 calcium fluorescence, agonist mode; 0% DMSO, 100% 3 nM vasopressin; 320,000 tested, 0.25% active; AID 2797; activation, % at 3 µM; P37288;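 active means activation above the mean activation of all tested compounds plus 3 SD, per screening run, cut at about 20% in these data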;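 further: signal is peak over basal fluorescence ratio across a 100 second FLIPR read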
# Target sequence (P37288 whole entry, looked up): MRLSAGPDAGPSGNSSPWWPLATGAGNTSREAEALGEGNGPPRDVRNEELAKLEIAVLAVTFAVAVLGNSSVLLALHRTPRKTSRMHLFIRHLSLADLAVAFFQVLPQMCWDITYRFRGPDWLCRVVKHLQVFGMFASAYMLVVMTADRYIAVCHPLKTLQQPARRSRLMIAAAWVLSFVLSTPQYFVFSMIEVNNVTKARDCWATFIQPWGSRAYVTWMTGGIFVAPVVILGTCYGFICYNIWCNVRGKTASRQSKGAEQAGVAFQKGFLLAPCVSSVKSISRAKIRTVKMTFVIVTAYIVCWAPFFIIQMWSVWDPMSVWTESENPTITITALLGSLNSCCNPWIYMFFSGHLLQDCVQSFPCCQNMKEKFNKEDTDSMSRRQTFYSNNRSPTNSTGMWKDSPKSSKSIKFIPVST
# TAAR1 ag – human TAAR1 agonism | Q96RJ0 | CHO RD-HGA16 TAAR1, Fluo-8 calcium fluorescence; vehicle wells 0%, saturating PEA agonist 100% | activation, % at 3 µM | 360,000 tested, 0.99% active;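 active means activation above the mean activation of all test compounds in the run plus 3 SD, cut at about 38% in these data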
#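 Test system: RD-HGA16 (CHO) cells co-expressing Gα16 and hTAAR1 | Doses: Single dose, 3 µM | Schedule: 17-24 h seeding, 75 min 37 °C dye, 30 min RT | Evaluation: % activation from peak over basal fluorescence ratio, DMSO-to-PEA scaled | Technique: Kinetic Fluo-8 calcium fluorescence | Benchmarks: Low control DMSO, high control PEA (EC100)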
# M1 antag – human CHRM1 antagonism | CHO-K1 hM1, Fluo-8 calcium fluorescence, ACh EC80 antagonist | 360,000 tested, 1.3% active | AID 588852 | P11229 | inhibition, % at 3 µM;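 active means percent inhibition above its own plate's cutoff, namely the mean of that plate's compound wells plus 3 SD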;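 further: peak over basal fluorescence ratio during 140 s after agonist addition; 0% = ACh EC80 plus DMSO and 100% = DMSO alone without agonist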
# OXTR ag – activates the human oxytocin receptor; P30559; CHO-OTR cells, Fluo-8 calcium fluorescence; normalized: DMSO 0%, oxytocin 100%; activation, % at 3 µM; 320,000 tested, 0.32% active;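 active means activation above the mean of all tested compounds plus 3 SD, cutoff set per screening run, cut at about 20% in these data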;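 further: peak over basal fluorescence ratio from a 100 s FLIPR kinetic read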
# The depositor's hits bear a star; . = not tested or not shown. Not a hit list (roughly 3.7% active in at least one column).
SMILES,CHRM1 agonist,M1 PAM,CHO parental Ca,OXTR potentiate,TAAR1 antag,V1R ag counter,TAAR1 ag,M1 antag,OXTR ag
CC(C)C1N(C(=O)N(C)C)CCN1S(=O)(=O)c1ccccc1 (stereo not drawn),-2,8,-4,-8,-8,0.5,-1,0,-0.1
C[C@H](CO)N1C[C@H](C)[C@@H](CN(C)Cc2ccccc2)Oc2c(NC(=O)Cc3ccccc3)cccc2C1=O,-5,-6,-11,-6,68*,0.0,22,12,-1.3
O=C(O)c1ccc(N2C(=O)/C(=C/c3ccc(-c4ccc([N+](=O)[O-])cc4)o3)C=C2c2ccccc2)cc1,-3,9,15,-8,.,2.5,.,-6,4.4
Cc1ccsc1C1Nc2ccccc2C(=O)N1O (stereo not drawn),-7,3,-8,-3,10,0.0,4,-3,-0.3
CCOc1ccc(C(C(=O)NCCOC)N(CCOC)C(=O)CCC(=O)Nc2ccccn2)cc1 (stereo not drawn),0,9,-4,-6,-6,1.7,-1,-13,0.7
CCOc1ccc(CCNC(=O)c2cc(C)nn2-c2ccccc2)cc1,-2,2,-26,-7,-21,-1.2,-2,-7,-0.6
CCN(CC)C(=O)c1[nH]cnc1C(=O)N[C@@H](C)c1ccccc1,-2,3,-2,-2,1,0.2,5,-3,0.4
C#CCn1c2ccccc2c2nc3ccccc3nc21,-6,-1,-10,-3,-4,0.1,4,6,-0.3
COc1ccc(N(C)S(=O)(=O)c2cccc(C(=O)NCC(c3ccco3)N3CCCC3)c2)cc1 (stereo not drawn),-6,-8,-23,-7,-17,-0.5,1,4,-0.9
COC(=O)c1cccc(-c2noc(-c3ccccc3F)n2)c1,-2,-3,-7,1,8,0.8,2,4,0.6
Cc1cc(O)ccc1N/C=C/c1onc(C)c1[N+](=O)[O-],1,-7,-10,-4,-9,3.5,11,7,3.0
CCCCCC(=O)NCC(C)NC(=O)CCCCC (stereo not drawn),-6,0,-14,3,4,0.4,5,-7,-1.5
CCn1c(SCC(=O)Nc2ccc3c(c2)OCCO3)nnc1-c1cccnc1,-3,7,-5,0,-2,1.2,6,-11,0.4
OC1(c2ccccc2Cl)NN=C2CCCCCN21 (stereo not drawn),-3,9,-5,4,18,-0.6,3,-3,1.1
CC(C)NS(=O)(=O)c1ccc(CCC(=O)N2CCOCC2)cc1,0,4,6,-8,5,-0.1,1,-7,0.2
COCCNC(=O)CSc1ccccc1C(=O)NCC1CCCCC1,-4,6,-6,-8,-5,0.0,7,-6,-0.7
COc1cccc(-n2c(=O)c3cc(OC)c(OC)cc3n(CC(=O)Nc3cc(C)[nH]n3)c2=O)c1,-4,0,0,-2,3,0.4,5,4,1.2
COc1ccc(CN2CC(C(=O)NCc3ccc4c(c3)OCO4)CC2=O)cc1 (stereo not drawn),-4,-4,-19,-7,11,-0.6,3,4,0.1
O=C(Nc1cccc(S(=O)(=O)N2CCCCCC2)c1)C1CC(=O)N(c2ccc3c(c2)OCCO3)C1 (stereo not drawn),-4,6,-18,1,-19,0.3,1,-6,-0.6
Cc1cccc(OCc2nnc(SCC(=O)Nc3sc(C)c(C)c3C#N)n2C)c1,0,13,7,-17,22,12,42*,-19,12
CC12CCC(C(=O)CC1=O)C2(C)C (stereo not drawn),0,10,.,.,14,.,0,-22,.
COc1ccc(S(=O)(=O)NC(C)C(=O)Nc2ccccc2C(F)(F)F)cc1 (stereo not drawn),-5,4,-10,-1,-7,0.0,11,0,-0.8
COc1cc2nc(CN3CCN(C(c4ccccc4)c4ccccc4)CC3)[nH]c(=O)c2cc1OC,.,.,-5,-14,.,0.0,.,.,-1.6
Cc1ccc(C(=O)N/N=C\c2cccnc2)s1,0,2,-3,-2,-9,0.7,0,-7,0.2
COc1ccc(CCN2CC(C(=O)N(C)C3CCOCC3)CCC2=O)cc1 (stereo not drawn),-3,0,2,0,-19,0.7,0,-4,0.1
# Next section
SMILES,CHRM1 agonist,M1 PAM,CHO parental Ca,OXTR potentiate,TAAR1 antag,V1R ag counter,TAAR1 ag,M1 antag,OXTR ag
O=C(O)Cc1ccc2ocnc2c1,-3,7,11,-14,4,-0.1,14,-12,0.7
CCCC(=O)Nc1nnc(/C=C/c2ccccc2)s1,0,8,-20,-4,1,0.9,4,-7,0.1
COc1ccc(N2CCN(C(=O)c3ccccc3)CC2)c([N+](=O)[O-])c1,-7,2,11,-11,-2,3.3,5,-1,2.3
O=C(O)/C=C/C(=O)Nc1ccc(S(=O)(=O)Nc2nccs2)cc1,-4,-5,-4,-6,-16,0.1,0,-13,0.5
CC(C)(C)c1ccc(Oc2ccc(NC(=O)C3CC=CCC3C(=O)O)cc2)cc1 (stereo not drawn),-6,17,5,-1,17,2.5,5,-16,1.0
C[C@@H]1CN([C@@H](C)CO)S(=O)(=O)c2ccc(Br)cc2O[C@@H]1CN(C)C(=O)c1ccncc1,-2,-4,.,.,-13,.,2,1,.
COc1ccc(C(=O)NCc2nnc(SCC(=O)N3CCCCCC3)o2)cc1OC,-3,8,-10,0,-20,0.1,2,-6,-0.2
COc1ccc(C(CCNCc2ccccc2F)c2ccc(F)cc2)cc1 (stereo not drawn),-5,-1,-3,-4,48,2.6,18,10,5.5
Cc1ccc(NC(=S)N2CCN(C(=O)c3ccccc3)CC2)c(C)c1,-5,1,6,-5,13,-1.2,-1,0,-0.6
Cc1ccc(C)c(OCC(=O)O/N=C(\N)c2cccnc2)c1,-5,2,-11,-8,-8,3.9,13,-11,-2.4
O=C(c1cc(COc2cccc3cnccc23)on1)N1CCCC(CCCO)C1 (stereo not drawn),4,-15,59*,-16,37,16,12,48*,15
CCc1cc2c(=O)c(Oc3ccccc3F)c(C)oc2c(CN(C)C)c1O,-4,4,-4,-4,-11,0.3,9,-1,1.1
O=C(O)c1cccc(Nc2nc3ccccc3nc2NS(=O)(=O)c2ccccc2)c1,0,14,1,-1,-11,0.3,3,-30,1.0
CC(NC(=O)COC(=O)c1ccc2c(c1)OCCO2)c1ccccc1 (stereo not drawn),-3,6,-5,1,-11,0.7,1,-6,0.6
COc1cc2c(cc1OC)CN(c1ccc3ccccc3n1)CC2,-14,-12,-15,-3,2,0.7,-1,10,-0.3
CC(C)N1C(=O)C2(OCCCO2)c2cc(Br)ccc21,-1,14,-4,-11,0,-1.5,2,-17,-1.6
CC1CCN(C(=O)COC(=O)c2ccc(N3CCCC3=O)cc2)CC1,-5,-3,-3,1,-7,1.1,1,9,1.3
COc1ccc(OCC(=O)NNC(=O)C2CCC2)cc1,-3,11,-3,1,-5,1.6,1,-13,2.6
CCOC(=O)CSc1nnc(CNC(=O)c2ccc(S(=O)(=O)N3CCOCC3)cc2)n1C,-5,-1,-6,-9,1,0.0,2,1,0.5
Cc1[nH]c2ccccc2c1C(c1ccccn1)c1c(C)[nH]c2ccccc12,-5,5,-31,0,-7,1.4,5,-28,1.1
O=c1c2nnn(Cc3ccc(Cl)cc3)c2ncn1Cc1ccc(F)cc1,-6,0,6,-8,.,4.4,.,-5,3.8
CCOC(=O)c1c(C)nc2c(c1-c1ccccc1)C(=O)CC(C)(C)C2,-4,1,-15,-12,-9,-1.7,4,3,-1.1
Nc1nonc1OCCOCCOCCOc1nonc1N,-2,8,-6,-6,18,0.9,-1,-9,0.7
COc1ccc(CN2CC(C(=O)NCCCN3CCOCC3)CC2=O)cc1 (stereo not drawn),-5,9,-14,-16,-3,1.1,1,-2,-0.1
COc1cccc(/C=C2\CCC(C3CCCC3)C2=O)c1OC (stereo not drawn),-3,5,5,-4,-2,-0.9,2,-5,-0.8

# Entries of single compounds as entered above:
# O=C(Nc1cccc(S(=O)(=O)N2CCCCCC2)c1)C1CC(=O)N(c2ccc3c(c2)OCCO3)C1 (stereo not drawn) as listed: CHRM1 agonist = -4; M1 PAM = 6; CHO parental Ca = -18; OXTR potentiate = 1; TAAR1 antag = -19; V1R ag counter = 0.3; TAAR1 ag = 1; M1 antag = -6; OXTR ag = -0.6
# CCOc1ccc(CCNC(=O)c2cc(C)nn2-c2ccccc2)cc1 as listed: CHRM1 agonist = -2; M1 PAM = 2; CHO parental Ca = -26; OXTR potentiate = -7; TAAR1 antag = -21; V1R ag counter = -1.2; TAAR1 ag = -2; M1 antag = -7; OXTR ag = -0.6

# Following part:
SMILES,CHRM1 agonist,M1 PAM,CHO parental Ca,OXTR potentiate,TAAR1 antag,V1R ag counter,TAAR1 ag,M1 antag,OXTR ag
COc1ccc(CCNC(=O)CSc2nnc3ccc(-c4ccccn4)nn23)cc1OC,-6,4,2,-1,0,-1.0,1,-6,-1.5
O=C(Nc1ccc(/C=C/c2nc3ccccc3o2)cc1)c1cccc(C(F)(F)F)c1,-2,8,-25,-9,-7,1.1,2,-12,0.9
Cc1ccsc1-c1cc2nc(Nc3ccc(F)cc3)n(C)c(=O)c2s1,-3,10,.,.,5,.,1,-10,.
CCCC(NC(=O)CCl)c1ccccc1 (stereo not drawn),1,11,-9,-9,-2,0.6,1,3,0.2
CCC(C)(C)n1nnnc1C(c1ccc(OC)c(OC)c1)N1CCN(c2ccc(OC)cc2)CC1 (stereo not drawn),-5,8,-18,-1,-3,0.1,2,-14,-2.5
O=C(COC(=O)c1ccc2ccccc2n1)Nc1ncc(C(F)(F)F)cc1Cl,-11,-5,-3,-1,9,4.6,-1,1,-1.5
CN(C)S(=O)(=O)N(CC(=O)Nc1ccc(F)c(F)c1)c1ccccc1,-2,4,-7,-5,13,0.7,1,-9,-0.2
Cc1cc(C)n(C(=O)c2ccc(Cn3nc(C)c(Br)c3C)o2)n1,-7,-2,-34,-11,-17,-0.1,8,5,-2.0
CC(C)C(C)NC(=O)COc1ccc(S(=O)(=O)N2CCOCC2)cc1[N+](=O)[O-] (stereo not drawn),-7,-8,-9,-5,-3,2.0,1,4,-1.1
CC1CCCCC1NC(=O)c1ccc(NS(=O)(=O)c2ccc3[nH]c(=O)[nH]c3c2)cc1 (stereo not drawn),-2,11,3,-8,-25,-0.1,1,-13,-0.3
O=C1NC2(CCCCCC2)N=C1c1ccc(F)cc1,-3,3,-13,-21,-22,-1.7,15,-6,-2.1
N=c1ccn(O)cc1CCc1ccccc1,-2,0,.,.,3,.,0,4,.
CC(=O)N1CCN(S(=O)(=O)c2ccc3c(c2)OCCO3)CC1,-1,-5,-5,0,0,0.8,4,13,-0.5

# High-throughput results: PubChem, The Scripps Research Institute Molecular Screening Center
